PREPL inhibitor – inhibitors of human prolyl oligopeptidase-like enzyme PREPL | AID 2751 | recombinant PREPL, fluorescence polarization activity-based probe | Q4J6C6 | actives 0.68% (n = 320,000) | inhibition, % at 5.96 µM; in the data active = inhibition above about 43%;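 note: 0% = enzyme with DMSO and 100% = wells lacking enzyme; many of its hits are not listed in these tables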
PP5 inh – blocks human protein phosphatase 5 activity; P53041; purified PP5c, OMFP substrate fluorescence; inhibition, % at 6.7 µM; actives 0.18% (n = 320,000); AID 1987;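 active = inhibition above the campaign's mean inhibition across all tested compounds plus 3 SD, cut at about 9.5% in these data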;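 note: 0% = DMSO only and 100% = 100 µM cantharidin control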
Target sequence (P53041 whole entry, looked up): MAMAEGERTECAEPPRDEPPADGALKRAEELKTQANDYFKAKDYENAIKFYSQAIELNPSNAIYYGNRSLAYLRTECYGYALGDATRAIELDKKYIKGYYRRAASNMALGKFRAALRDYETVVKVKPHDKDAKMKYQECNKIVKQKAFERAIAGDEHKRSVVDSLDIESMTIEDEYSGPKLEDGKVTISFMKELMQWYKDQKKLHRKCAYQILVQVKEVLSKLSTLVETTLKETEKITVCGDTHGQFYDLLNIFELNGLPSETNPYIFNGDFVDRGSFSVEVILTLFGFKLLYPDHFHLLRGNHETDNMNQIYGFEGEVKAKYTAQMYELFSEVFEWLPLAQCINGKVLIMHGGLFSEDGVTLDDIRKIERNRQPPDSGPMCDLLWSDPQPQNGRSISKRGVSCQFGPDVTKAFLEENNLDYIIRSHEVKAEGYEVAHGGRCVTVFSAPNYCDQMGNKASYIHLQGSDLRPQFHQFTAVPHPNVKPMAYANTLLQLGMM
HCV core dimer – HCV core protein dimerization inhibition | TR-FRET GST/Flag-core106 dimerization, 1536-well | inhibition, % at 5 µM | actives 0.33% (n = 300,000);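 active = inhibition above the mean of all tested compounds plus 3 SD, set per screening campaign, cut at about 45% in these data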
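Material: Tagged HCV core106 pair (GST and Flag) | Amount: GST-core106 13.5 nM, Flag-core106 17 nM | Medium: KF-containing HEPES buffer, pH 7.45, DTT, CHAPS, BSA | Reagent: Eu donor and XL665 acceptor anti-tag antibodies | Schedule: 4 h at 22.5 °C | Technique: Time-resolved FRET, ex 340 nm, em 617 and 671 nm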
CTSL1 counter – cathepsin L1 inhibition, PFM18AAP counter-screen | recombinant F. hepatica cathepsin L1, Z-Leu-Arg-MCA fluorescence | inhibition, % at 5.96 µM | actives 0.49% (n = 300,000) | AID 1906;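 active = inhibition above the mean of all tested compounds plus 3 SD, set per screening campaign, cut at about 17% in these data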;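 note: 0% = plate median of test compound wells and 100% = 1 µM Z-Phe-Ala-diazomethylketone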
ZTA counter – ZTA (EBV) inhibition in EBNA-1 counter-screen | P03206 | ZTA-DNA binding, fluorescence polarization | inhibition, % at 11 µM | actives 0.15% (n = 320,000); in the data active = inhibition above about 33%
Target sequence (P03206 whole entry, looked up): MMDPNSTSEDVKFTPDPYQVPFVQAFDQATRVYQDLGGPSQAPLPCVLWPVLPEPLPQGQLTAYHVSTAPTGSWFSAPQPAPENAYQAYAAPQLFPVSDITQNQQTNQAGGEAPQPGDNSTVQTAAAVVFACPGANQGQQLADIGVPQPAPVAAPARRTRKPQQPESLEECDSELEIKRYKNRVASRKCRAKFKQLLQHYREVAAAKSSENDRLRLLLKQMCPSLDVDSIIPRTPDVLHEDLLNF
PP1 counter – blocks human PP1-alpha phosphatase, a PP5 counter-screen. purified PP1alpha, OMFP fluorescence. inhibition, % at 6.7 µM. actives 0.9% (n = 320,000);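 active = inhibition above the mean inhibition of all tested compounds plus 3 SD, computed separately for each screening campaign, cut at about 15% in these data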
Target sequence (P62136 whole entry, looked up): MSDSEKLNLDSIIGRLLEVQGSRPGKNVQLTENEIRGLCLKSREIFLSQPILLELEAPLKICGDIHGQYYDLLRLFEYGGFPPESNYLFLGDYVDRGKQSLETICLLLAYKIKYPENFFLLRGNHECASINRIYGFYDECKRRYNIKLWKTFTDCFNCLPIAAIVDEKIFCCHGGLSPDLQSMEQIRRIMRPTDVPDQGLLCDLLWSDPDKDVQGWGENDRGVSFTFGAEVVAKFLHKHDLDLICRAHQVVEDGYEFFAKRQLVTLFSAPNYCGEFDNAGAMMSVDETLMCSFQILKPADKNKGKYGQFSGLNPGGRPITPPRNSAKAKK
TPT1 inhibitor – blocks Candida albicans tRNA 2'-phosphotransferase; recombinant caTPT1, FP RNA substrate dephosphorylation; inhibition, % at 5 µM; actives 0.81% (n = 300,000);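 active = inhibition above the mean of all tested compounds plus 3 SD, set per screening campaign, cut at about 24% in these data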;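 note: plate controls were DMSO alone for no effect and ferristatin control at 100 nM for full effect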
Efflux pump inh – inhibitors of Candida antifungal efflux pumps expressed in yeast | S. cerevisiae Candida pump triplex, Nile Red efflux | inhibition, % at 10 µM | actives 0.44% (n = 330,000) | AID 485275;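 active = plate passing quality check with inhibition over a set limit, or well fluorescence over plate mean plus 4 SD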;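 note: Nile Red retained in pooled yeast measured as flow cytometry median fluorescence; 0% = buffer negative control and 100% = Enniatin B positive control; higher means more Nile Red kept so more efflux inhibition; some compounds called inactive have numbers as strong as hits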
EBNA-1 inh – blocks EBNA-1 binding to DNA | EBNA-1 DNA binding, fluorescence polarization | inhibition, % at 14.8 µM | actives 0.34% (n = 300,000) | AID 1950; in the data active = inhibition above about 28%
* = called active by the depositor.

Screening COc1cccc(-c2ncc3ccccc3c2COC(=O)c2cccc(Br)c2)c1 returned PREPL inhibitor -1, PP5 inh 3.9, ZTA counter 7, PP1 counter -1 and Efflux pump inh 1.3.
Cc1nnc2c(SC(C)C)nc3ccccc3n12 was read as PREPL inhibitor -6, PP5 inh 1.1, HCV core dimer 4, CTSL1 counter -7, ZTA counter 6, PP1 counter -1, TPT1 inhibitor -1, Efflux pump inh 0.0 and EBNA-1 inh 5.
For COc1cc(CCC(=O)Nc2cccc(C(F)(F)F)c2)cc(OC)c1OC the results were PREPL inhibitor 9, PP5 inh -0.2, HCV core dimer -9, CTSL1 counter -1, ZTA counter -8, PP1 counter -3, TPT1 inhibitor -3, Efflux pump inh 0.1 and EBNA-1 inh -5.
Cc1cccc(N2CC(C(=O)Nc3cccc(S(=O)(=O)N4CCCCC4)c3)CC2=O)c1C (centres undefined) was read as PREPL inhibitor 13, PP5 inh 1.4, ZTA counter 11, PP1 counter -3 and Efflux pump inh 0.0.
CCCN1CCN(C(=O)C2CCN(c3nnc(C)c4c(C)n(-c5ccc(C)cc5)nc34)CC2)CC1 was read as PREPL inhibitor 40, PP5 inh 3.1, HCV core dimer 4, CTSL1 counter -7, ZTA counter 2, PP1 counter 8, TPT1 inhibitor 28*, Efflux pump inh 2.7 and EBNA-1 inh 3.
For Nc1n[nH]c(C(F)(F)F)c1-c1ccccc1 the results were PREPL inhibitor -10, PP5 inh 2.0, HCV core dimer 9, CTSL1 counter -5, ZTA counter -10, PP1 counter -2, TPT1 inhibitor 2, Efflux pump inh -0.1 and EBNA-1 inh 0.
COc1ccc(Oc2ccc(C(F)(F)F)cc2NC(=O)c2ccc(F)cc2)cc1 was read as PREPL inhibitor -7, PP5 inh 3.9, HCV core dimer 1, CTSL1 counter 2, ZTA counter 13, PP1 counter -3, TPT1 inhibitor -1, Efflux pump inh 0.3 and EBNA-1 inh -22.
COc1ccc(N2CCN(C(CNC(=O)C(C)(C)C)c3cccnc3)CC2)cc1 (centres undefined) was read as PREPL inhibitor 7, PP5 inh 0.8, HCV core dimer -9, CTSL1 counter 1, ZTA counter -14, PP1 counter -3, TPT1 inhibitor -5, Efflux pump inh 0.0 and EBNA-1 inh 6.
Screening Cn1nnc(NC(=O)C(c2ccccc2)c2ccccc2)n1 returned PREPL inhibitor 14, PP5 inh 3.3, HCV core dimer 0, CTSL1 counter 1, ZTA counter -3, PP1 counter -1, TPT1 inhibitor 2, Efflux pump inh 0.4 and EBNA-1 inh -10.
For COC(=O)/C(=N\Nc1ccccc1)Sc1nnc(-c2ccc(OC)cc2)n1C the results were PREPL inhibitor -3, PP5 inh 2.0, HCV core dimer -5, CTSL1 counter -1, ZTA counter 2, PP1 counter -4, TPT1 inhibitor -1, Efflux pump inh 0.1 and EBNA-1 inh 0.
For COc1ccc(CNC(=O)CNC(c2ccccc2)c2ccccc2)cc1OC the results were PREPL inhibitor -1, PP5 inh -0.7, HCV core dimer 2, CTSL1 counter 1, ZTA counter 9, PP1 counter 0, TPT1 inhibitor -1, Efflux pump inh 0.1 and EBNA-1 inh 0.
`NC(=S)N/N=C/c1ccccc1OCCSc1ccc(Cl)cc1` gave PREPL inhibitor -23, PP5 inh 0.3, HCV core dimer 11, CTSL1 counter 25*, ZTA counter -2, PP1 counter 4, TPT1 inhibitor 2, Efflux pump inh -0.9 and EBNA-1 inh -2.
`O=C(Nc1cccnc1)c1cccc([N+](=O)[O-])c1` gave PREPL inhibitor 0, PP5 inh 1.7, HCV core dimer 6, CTSL1 counter 1, ZTA counter 8, PP1 counter -3, TPT1 inhibitor -4, Efflux pump inh -0.1 and EBNA-1 inh -6.
Screening CC1CN(c2ccc(NS(=O)(=O)c3ccccc3)cc2C(=O)O)CC(C)O1 (centres undefined) returned PREPL inhibitor -1, PP5 inh -0.6, HCV core dimer -2, CTSL1 counter -4, ZTA counter -2, PP1 counter -1, TPT1 inhibitor 2, Efflux pump inh 0.0 and EBNA-1 inh 2.
CCN(CC)C(=O)CSc1nc2ccccc2c(=O)n1CC1CCCCC1 was read as PREPL inhibitor 8, PP5 inh 6.7, HCV core dimer 8, CTSL1 counter 4, ZTA counter 9, PP1 counter 8, TPT1 inhibitor -2, Efflux pump inh 0.2 and EBNA-1 inh 7.
`O=C(C1CCC(Cn2c(=O)[nH]c3ccccc3c2=O)CC1)N1CCN(c2ccccc2)CC1` (centres undefined) gave PREPL inhibitor -33, PP5 inh 0.8, HCV core dimer 5, CTSL1 counter -1, ZTA counter 16, PP1 counter 0, TPT1 inhibitor 1, Efflux pump inh 0.6 and EBNA-1 inh -4.
`O=c1c2ccc([N+](=O)[O-])cc2ncn1CCOc1ccccc1` gave PREPL inhibitor 44*, PP5 inh 0.0, HCV core dimer 4, CTSL1 counter 3, ZTA counter 17, PP1 counter -1, TPT1 inhibitor 10, Efflux pump inh 0.2 and EBNA-1 inh -1.
For O=C(Cn1nnc2ccccc2c1=O)N1CCOCC1 the results were PREPL inhibitor -4, PP5 inh -0.9, HCV core dimer -2, CTSL1 counter 3, ZTA counter 16, PP1 counter 0, TPT1 inhibitor -1, Efflux pump inh -0.1 and EBNA-1 inh 12.
`Cc1ccc(OCC(=O)Nc2ccc(S(=O)(=O)Nc3cc(C)nc(C)n3)cc2)c(C)c1` gave PREPL inhibitor -14, PP5 inh 1.2, HCV core dimer 3, CTSL1 counter -2, ZTA counter 10, PP1 counter -6, TPT1 inhibitor -4, Efflux pump inh -0.1 and EBNA-1 inh 3.
COc1ccc(OCCCC(=O)Nc2ccc3c(c2)OCO3)cc1 was read as PREPL inhibitor 21, PP5 inh 1.9, HCV core dimer -3, CTSL1 counter 3, ZTA counter -5, PP1 counter -3, TPT1 inhibitor -2, Efflux pump inh -0.3 and EBNA-1 inh -11.
`COc1cc(/C=N/NC(=O)c2cc(-c3c(C)nn(-c4ccccc4)c3C)n[nH]2)ccc1O` gave PREPL inhibitor 11, PP5 inh 2.6, HCV core dimer -16, CTSL1 counter 4, ZTA counter -23, PP1 counter 0, TPT1 inhibitor -1, Efflux pump inh -0.1 and EBNA-1 inh 1.
COc1cc(C(=O)OCC(=O)NC(=O)C2CCCCC2)ccc1OC(F)F was read as PREPL inhibitor 15, PP5 inh 1.9, HCV core dimer -2, CTSL1 counter -12, ZTA counter -12, PP1 counter 1, TPT1 inhibitor -2, Efflux pump inh -0.1 and EBNA-1 inh -3.
`Cc1ccc(-c2nn(-c3ccccc3)cc2CN(Cc2ccccc2)C(=O)CCC(=O)O)o1` gave PREPL inhibitor 6, PP5 inh 0.6, HCV core dimer 5, CTSL1 counter -6, ZTA counter 3, PP1 counter -3, TPT1 inhibitor 2, Efflux pump inh 0.2 and EBNA-1 inh -12.
CCOC(=O)C(NC(C)=O)(Nc1ccc(F)cc1)C(F)(F)F (centres undefined) was read as PREPL inhibitor -9, PP5 inh 0.5, HCV core dimer -9, CTSL1 counter -1, ZTA counter -10, PP1 counter -2, TPT1 inhibitor -3, Efflux pump inh 0.0 and EBNA-1 inh 6.
`Cc1cc(=O)c2n(Cc3ccccc3Cl)nc[n+]2[nH]1` gave PREPL inhibitor 2, PP5 inh 0.6, HCV core dimer -2, CTSL1 counter 1, ZTA counter 15, PP1 counter 1, TPT1 inhibitor -3, Efflux pump inh 0.0 and EBNA-1 inh -5.
`COc1cc(-c2nnc(COC(=O)c3nn(CC(C)C)c(=O)c4ccccc34)o2)cc(OC)c1OC` gave PREPL inhibitor 9, PP5 inh 3.7, HCV core dimer 2, CTSL1 counter -5, ZTA counter -8, PP1 counter 4, TPT1 inhibitor -3, Efflux pump inh 0.1 and EBNA-1 inh 5.
COc1cccc(CSc2nc3nc(C)cc(C)n3n2)c1 was read as PREPL inhibitor -9, PP5 inh 2.8, HCV core dimer 4, CTSL1 counter 1, ZTA counter -10, PP1 counter -2, TPT1 inhibitor 0, Efflux pump inh 0.0 and EBNA-1 inh -16.
`Cc1ccc(CSc2sc(C(=O)c3ccccc3)c(N)c2C#N)cc1` gave PREPL inhibitor -17, PP5 inh 2.6, HCV core dimer 13, CTSL1 counter 6, ZTA counter 11, PP1 counter 3, TPT1 inhibitor 2, Efflux pump inh -0.1 and EBNA-1 inh 1.
Screening COc1ccc(NC(=O)Cn2nnc(-c3ccccc3F)n2)cc1Cl returned PREPL inhibitor -5, PP5 inh 0.3, HCV core dimer 1, CTSL1 counter -4, ZTA counter 4, PP1 counter 5, TPT1 inhibitor 0, Efflux pump inh 0.0 and EBNA-1 inh 11.
Cc1cc(O)ccc1N/C=C(\C#N)c1nc2ccccc2o1 was read as PREPL inhibitor 5, PP5 inh -1.2, HCV core dimer 5, CTSL1 counter 2, ZTA counter 8, PP1 counter 2, TPT1 inhibitor 4, Efflux pump inh -0.1 and EBNA-1 inh -9.
For COc1ccccc1NS(=O)(=O)c1cccc(C(=O)N/N=C(\C)c2cccnc2)c1 the results were PREPL inhibitor 12, PP5 inh 2.6, ZTA counter -12, PP1 counter -1 and Efflux pump inh 0.0.
`COc1ccc(Cl)cc1S(=O)(=O)N1CCCC(C(=O)NCCc2ccccc2)C1` (centres undefined) gave PREPL inhibitor 21, PP5 inh -0.7, HCV core dimer -8, CTSL1 counter 1, ZTA counter 5, PP1 counter -5, TPT1 inhibitor -1, Efflux pump inh -1.3 and EBNA-1 inh 2.
Screening CCCCn1c(N)c(N(CCOC)C(=O)c2ccco2)c(=O)[nH]c1=O returned PREPL inhibitor 3, PP5 inh 0.4, HCV core dimer 0, CTSL1 counter 3, ZTA counter 10, PP1 counter -4, TPT1 inhibitor -5, Efflux pump inh 0.1 and EBNA-1 inh 9.
CCOC(=O)N1CCN(C(=O)c2cccn3c(=O)c4c5c(sc4nc23)CCCC5)CC1 was read as PREPL inhibitor 5, PP5 inh 1.8, HCV core dimer 0, CTSL1 counter 2, ZTA counter 1, PP1 counter -3, TPT1 inhibitor -2, Efflux pump inh -0.1 and EBNA-1 inh 5.
For COc1ccccc1CN1CCNC(=O)C1CC(=O)NCc1c(C)n[nH]c1C (centres undefined) the results were PREPL inhibitor 2, PP5 inh 1.8, HCV core dimer -8, CTSL1 counter -5, ZTA counter -12, PP1 counter -2, TPT1 inhibitor -10, Efflux pump inh -0.1 and EBNA-1 inh -1.

Filtered by structure: the entries above with an aryl thioether with sulfur outside any ring (5)
Cc1nnc2c(SC(C)C)nc3ccccc3n12 was read as PREPL inhibitor -6, PP5 inh 1.1, HCV core dimer 4, CTSL1 counter -7, ZTA counter 6, PP1 counter -1, TPT1 inhibitor -1, Efflux pump inh 0.0 and EBNA-1 inh 5.
`NC(=S)N/N=C/c1ccccc1OCCSc1ccc(Cl)cc1` gave PREPL inhibitor -23, PP5 inh 0.3, HCV core dimer 11, CTSL1 counter 25*, ZTA counter -2, PP1 counter 4, TPT1 inhibitor 2, Efflux pump inh -0.9 and EBNA-1 inh -2.
CCN(CC)C(=O)CSc1nc2ccccc2c(=O)n1CC1CCCCC1 was read as PREPL inhibitor 8, PP5 inh 6.7, HCV core dimer 8, CTSL1 counter 4, ZTA counter 9, PP1 counter 8, TPT1 inhibitor -2, Efflux pump inh 0.2 and EBNA-1 inh 7.
COc1cccc(CSc2nc3nc(C)cc(C)n3n2)c1 was read as PREPL inhibitor -9, PP5 inh 2.8, HCV core dimer 4, CTSL1 counter 1, ZTA counter -10, PP1 counter -2, TPT1 inhibitor 0, Efflux pump inh 0.0 and EBNA-1 inh -16.
`Cc1ccc(CSc2sc(C(=O)c3ccccc3)c(N)c2C#N)cc1` gave PREPL inhibitor -17, PP5 inh 2.6, HCV core dimer 13, CTSL1 counter 6, ZTA counter 11, PP1 counter 3, TPT1 inhibitor 2, Efflux pump inh -0.1 and EBNA-1 inh 1.

Source: PubChem BioAssay

Only part of the results is shown; rates above refer to the full screens.
